KDM5B inhibitor: KDM5B demethylase inhibition; KDM5B demethylase, FDH-coupled NADH fluorescence (FDH is formaldehyde dehydrogenase); Potency, µM (highest dose often 57.7 µM), for inactives: at the highest dose activity change, negative = inhibition, hits mostly inhibitors; 220,000 tested, 2.6% active; active = well fitted inhibition curve with a large enough effect; inconclusive = small, poorly fitted or top-dose-only effect; inactive = no such curve, though single readings can be large or run the other way; also: 0% is about no effect; nearly all actives have a fitted effect of over 70% in size
Target sequence (Q9UGL1 whole entry, looked up): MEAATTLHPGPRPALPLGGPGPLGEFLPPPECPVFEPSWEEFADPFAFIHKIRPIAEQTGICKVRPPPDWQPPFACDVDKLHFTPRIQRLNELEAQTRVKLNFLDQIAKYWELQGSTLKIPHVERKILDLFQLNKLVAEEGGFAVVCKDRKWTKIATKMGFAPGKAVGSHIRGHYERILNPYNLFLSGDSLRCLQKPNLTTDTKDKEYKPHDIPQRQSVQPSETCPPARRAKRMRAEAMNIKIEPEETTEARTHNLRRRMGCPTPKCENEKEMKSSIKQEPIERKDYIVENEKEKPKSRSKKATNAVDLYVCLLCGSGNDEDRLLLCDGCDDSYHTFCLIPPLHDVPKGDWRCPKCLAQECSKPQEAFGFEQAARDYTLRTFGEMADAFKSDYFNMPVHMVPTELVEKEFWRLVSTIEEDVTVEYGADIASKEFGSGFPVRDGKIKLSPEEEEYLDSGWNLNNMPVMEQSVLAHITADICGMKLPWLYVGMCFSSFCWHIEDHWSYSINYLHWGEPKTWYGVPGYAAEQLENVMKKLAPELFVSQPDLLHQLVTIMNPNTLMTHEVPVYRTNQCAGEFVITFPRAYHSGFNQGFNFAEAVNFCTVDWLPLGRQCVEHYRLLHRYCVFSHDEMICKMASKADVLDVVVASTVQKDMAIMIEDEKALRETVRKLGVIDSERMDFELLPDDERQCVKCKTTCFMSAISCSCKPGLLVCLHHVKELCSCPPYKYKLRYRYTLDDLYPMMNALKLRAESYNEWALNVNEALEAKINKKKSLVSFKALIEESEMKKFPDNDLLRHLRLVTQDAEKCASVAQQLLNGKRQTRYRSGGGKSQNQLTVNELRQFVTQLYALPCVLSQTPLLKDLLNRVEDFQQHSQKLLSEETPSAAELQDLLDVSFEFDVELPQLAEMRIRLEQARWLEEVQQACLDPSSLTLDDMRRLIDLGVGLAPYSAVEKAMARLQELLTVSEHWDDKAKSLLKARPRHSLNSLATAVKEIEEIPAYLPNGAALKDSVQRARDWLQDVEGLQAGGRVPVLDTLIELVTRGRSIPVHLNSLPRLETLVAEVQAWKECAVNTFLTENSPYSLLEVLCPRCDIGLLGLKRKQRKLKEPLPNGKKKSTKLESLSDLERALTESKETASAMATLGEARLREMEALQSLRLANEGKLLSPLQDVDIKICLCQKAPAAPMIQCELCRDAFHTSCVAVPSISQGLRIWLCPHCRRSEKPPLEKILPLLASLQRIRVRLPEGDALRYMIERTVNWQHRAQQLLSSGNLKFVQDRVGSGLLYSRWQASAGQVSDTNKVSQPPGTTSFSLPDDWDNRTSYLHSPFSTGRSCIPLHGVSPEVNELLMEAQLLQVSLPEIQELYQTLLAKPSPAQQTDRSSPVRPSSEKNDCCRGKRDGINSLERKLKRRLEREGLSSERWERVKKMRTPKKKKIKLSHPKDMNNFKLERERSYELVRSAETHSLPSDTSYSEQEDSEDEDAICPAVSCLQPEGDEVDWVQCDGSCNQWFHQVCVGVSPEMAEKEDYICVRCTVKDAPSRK
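KDM5BΔAP (200 nM final) in 50 mM HEPES pH 7.5, 0.01% Tween-20 was preincubated 10 min at RT with compound over a concentration range. Substrate mix (H3K4me3 12.5 µM, α-KG 25 µM, Fe²⁺, ascorbate, NAD⁺, FDH) was added, and NADH fluorescence change over 30 min gave dose-response curves.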
Active calls of the source: *; ? = inconclusive; & = joins results of further samples; [ ] = remark or other dose. Potency is read from the fitted curve at half-maximal effect. The list is partial; rates above refer to the full screens.

SMILES	KDM5B inhibitor
O=C(/C=C/c1cccnc1)NCCC1CCCCC1	6.3%
CCN1CCN(CCNC(=O)C2Cn3cccc3C(=O)N2Cc2cccnc2)CC1 (stereo unspecified)	-19.0%
O=C(Nc1ccc(Cl)cc1)c1ccc2c(c1)n(Cc1ccccc1)c(=O)c1ccnn12	20µM*
CN(CC(=O)Nc1cccc(F)c1)CC(=O)Nc1cc(S(=O)(=O)N2CCOCC2)ccc1Cl	9.3%
CCOc1ccc(NC(=O)CCc2c(C)nc3c(-c4ccccc4)c(C)nn3c2C)cc1	9.3%
O=C(CN1C(=O)COc2ccc(S(=O)(=O)N3CCOCC3)cc21)NCc1ccc(Cl)cc1	?
COc1ccc(C(=O)N[C@@H]2CCC[C@@H]2C(=O)NCc2ccccc2C)cn1	22.2%
O=C(CN1CCOCC1)Nc1nc(-c2ccc(Cl)cc2)cs1	20.4%
CC(=O)c1c(C)n[nH]c1C	4.4%
Clc1cccc(Cl)c1CSc1nnc([C@@H]2CCCN2)o1	-2.6%
Cc1ccc(S(=O)(=O)N(Cc2nc(-c3cccc(C)c3)no2)C2CCCCC2)cc1	-17.0%
CC(=O)N1CCN(C(=O)c2ccc(OC3CCN(Cc4ccccn4)CC3)cc2)CC1	-11.3%
CCN1C(=O)C2(CCN(C(=O)C3CCCCC3)CC2)c2ccccc21	-5.5%
CCc1ccc(C(=O)N2CCC(Oc3ccc(C(N)=O)cn3)CC2)cc1	0.3%
COc1ccc(/C=C(/C#N)c2nc3ccccc3[nH]2)cc1	0.7%
CNC(=O)CC1COCCN1C(=O)c1cccc(Cn2nc(C)cc2C)c1 (stereo unspecified)	-25.2%
CN(C)CCN(CCc1ccccc1)C(=O)Nc1cccnc1	1.1%
CCN(C(=O)c1nn(-c2ccc(C)cc2)c(=O)c2c1c1ccccc1n2C)c1ccc(F)cc1	-20.8%
COC(=O)c1c(NC(=O)c2cc3ccccc3s2)sc(C)c1C	0.2%
COCCN1Cc2nc(-c3cc(F)cc(F)c3)ccc2OCC1=O	-12.4%[86.2 µM]

Some of these compounds in order of heavy-atom count, lowest first.
SMILES	KDM5B inhibitor
COCCN1Cc2nc(-c3cc(F)cc(F)c3)ccc2OCC1=O	-12.4%[86.2 µM]
CCN1C(=O)C2(CCN(C(=O)C3CCCCC3)CC2)c2ccccc21	-5.5%
Cc1ccc(S(=O)(=O)N(Cc2nc(-c3cccc(C)c3)no2)C2CCCCC2)cc1	-17.0%

Further records:
SMILES	KDM5B inhibitor
COc1ccc(S(=O)(=O)Oc2ccc3c(c2)O/C(=C\c2ccccc2)C3=O)cc1	22.6%
O=C(Nc1nnc(C2CC2)s1)c1csc(NC2CCCC2)n1	?
O=C(Nc1ccc(F)c(F)c1)c1nc2ccccc2nc1N1CCOCC1	2.2%
CN(C(=O)COc1ccc2c(=O)c(Oc3ccccc3)coc2c1)c1ccccc1	3.0%
Cc1noc(CSc2ccc(C(=O)N3CCc4ccccc43)cc2)n1	11.4%
CCC(OC(=O)c1nsc(Cl)c1Cl)C(=O)NCC1CCCO1 (stereo unspecified)	-7.7%
Cc1ccc2c(Cl)cc(Cl)c(OCC(=O)NC(N)=O)c2n1	-21.0%
CCN(CC)S(=O)(=O)c1ccc(C(=O)NC2CC(=O)N(c3ccc(OC)c(OC)c3)C2)cc1 (stereo unspecified)	14.3%&-15.7%
COc1ccccc1NC(=O)Cn1c(C)cc2nc3n(c(=O)c21)CCC3	9.6%
O=C1CCN(S(=O)(=O)c2ccccc2)CCCN(Cc2ccc3cc[nH]c3c2)CCN1	?
CCNC(=O)N(C)[C@H]1C[C@H]2c3[nH]c4c(-c5cccc(C)c5)cccc4c3CCN2C[C@H]1[C@H](C)O	?
Oc1ccc(C2(c3ccc(Cl)cc3)CCCCC2)cc1	-26.2%
NC(=O)C1CCN(C(=O)c2ccc(NS(=O)(=O)c3ccc(F)c(F)c3)cc2)CC1	6.4%
COc1ccc2[nH]c3c(c2c1)CCNC31CCN(C(=O)C2CCN2C2CCCCC2)CC1 (stereo unspecified)	?
COc1ccccc1NC(=O)Cn1c(=O)n(CCc2ccccc2)c(=O)c2c3c(sc21)CN(C(C)=O)CC3	-19.7%
CC1=C(C(=O)c2ccccc2)C(c2cccc(Oc3ccc(Cl)cc3)c2)NC(=O)N1 (stereo unspecified)	-13.4%
CCCCCOc1ccc(C(=O)Nc2cccc3cccnc23)cc1	4.3%
N#Cc1cccc(CN2CCCOCCNC(=O)CC2)c1	-22.3%
O=C(O)c1nn(Cc2nc3ccccc3o2)c(=O)c2ccccc12	14.7%
O=Cc1c[nH]c2cccc(C(=O)O)c12	8.6%
COc1ccc(NC(=O)c2ccco2)cc1NC(=O)c1ccccc1[N+](=O)[O-]	-13.8%
O=C(CN1C(=O)C(c2ccccc2)=NC12CCCC2)Nc1ccc2c(c1)OCCO2	-14.8%
COc1coc(C(=O)N2CCCC(c3ccccc3)(c3ccccc3)C2)cc1=O	14.0%
COc1ccc(/C=N/NC(=O)c2ccn[nH]2)cc1COc1ccc([N+](=O)[O-])c(C)c1	-2.7%
COc1ccc(-n2nnnc2/C=C/Nc2cc(C(F)(F)F)ccc2OC)cc1	?
CCCCCn1c(N2CCC(C(N)=O)CC2)nc2c1c(=O)[nH]c(=O)n2C	9.4%
CC(=O)N1CCC(N2C[C@H](O)C[C@H]2c2nc(-c3ccc4c(c3)OCO4)no2)CC1	?
Cc1c(OCC(=O)N(C)c2ccccc2)ccc2c3c(c(=O)oc12)CCC3	?
Cc1ccc(OCCNC(=O)c2nn(C)c(=O)c3ccccc23)cc1	7.5%
C=CCNCc1ccc(C)cc1	5.1%
CC(NCc1ccccc1)c1ccccc1 (stereo unspecified)	12.6%
OCc1ccc(CN2C[C@H](O)C[C@H]2c2nc(-c3cccnc3)no2)o1	?
Cc1nc2sc3c(c2c2nc(C(=O)NCc4ccncc4)nn12)CC(C)(C)OC3	?
COc1cccc(NC(=O)Cn2cnc3c(nc4n3CCCCC4)c2=O)c1	-23.8%
N#Cc1cc2ccccc2nc1SCC(=O)NC1CC1	12.9%
COCCN(CCOC)CC[C@@H]1CC[C@H](O)[C@@H](C(=O)N2CCOCC2)O1	-19.8%[86.2 µM]
O=C1Nc2ccccc2CC12CCCN2CC1CCOCC1 (stereo unspecified)	?
CC(C)C(=O)NCCNC(=O)NC(CN(C)C)c1ccccc1 (stereo unspecified)	12.3%
N#Cc1ccc(-c2nc(C(=O)NC3CCCCC3)no2)cc1	8.9%
CCCNC(=O)C(NC(=O)c1ccccc1C)C1CCN(C(=O)c2ccco2)CC1 (stereo unspecified)	-7.7%
COc1ccc(Br)c(C(=O)N[C@@H]2C=C(C(=O)NCCC(N)=O)C[C@@H](O)[C@@H]2O)c1	-14.6%
COc1ccc(N2C(=O)CC(c3cc(OC)c(OC)c(OC)c3)CC2=O)cc1	13.1%
CCc1ccc(S(=O)(=O)c2nnn3c2nc(NCc2ccccc2OC)c2cc(Cl)ccc23)cc1	?
CC1(c2ccccc2)N(Cc2ccccc2)C(=O)OC12CCN(C(=O)COc1ccccc1)CC2 (stereo unspecified)	1.8%
CCc1nc2c(=O)n(CC(=O)NCCN3CCOCC3)nc(C)c2s1	-7.9%
CCOC(=O)c1ccc(NC(=O)c2ccc3c(c2)C(=O)N(CC2CCCO2)C3=O)cc1 (stereo unspecified)	?
CSCC(=O)NCCc1ccccn1	11.7%
CCOC(=O)C1CCN(C(=O)CSc2n[nH]c(-c3ccc(OC)cc3)n2)CC1	-7.8%
Cc1nc(C2(C)CCN(S(=O)(=O)c3c(C)c(C)cc(C)c3C)CC2)no1	6.1%
CC(=O)NCCCC(=O)N1CCOC2(CCN(C(=O)C3CCN(C)CC3)CC2)C1	18.4%[115 µM]
CC(c1ccc(-c2ccc(N3CCN(C)CC3)nn2)cc1)N1CCCCC1 (stereo unspecified)	-9.6%
COc1ccc(Cn2nc(-c3ccc(F)cc3OC)ccc2=O)cc1	15.5%
N#Cc1cccc(-c2ccnc(N[C@H]3CO[C@H]4[C@@H]3OC[C@@H]4NC(=O)N3CCOCC3)n2)c1	31.6µM*
Cc1ccccc1NC(=O)N1CCN(c2ccc(=O)n(-c3ccc(F)cc3)n2)CC1	15.4%
CCCn1c(C)cnc1CC1CCN(S(C)(=O)=O)CC1	-11.2%
CC(=O)c1ccc(NC(=O)C2Cc3ccccc3N2C(=O)c2ccccc2)cc1 (stereo unspecified)	35.7%[activator]
CCC1CCCCN1C(=O)CSc1n[nH]c(-c2ccccc2)n1 (stereo unspecified)	-24.1%
Cc1ccc(-c2nc3cc(NC(=O)c4cc5ccccc5o4)ccc3o2)cc1Cl	9.4%[11.5 µM]
COC(=O)Nc1cccc(C(=O)NCc2ccccc2)c1	-6.2%
O=C(NC1CCCCC1)N1CCCC1c1nc(CCOCC2CCCC2)no1 (stereo unspecified)	29.1%

Shown field by field: 4 of the compounds above
> CC(=O)c1ccc(NC(=O)C2Cc3ccccc3N2C(=O)c2ccccc2)cc1 (stereo unspecified)
  KDM5B inhibitor: 35.7%[activator]

> COc1ccc(Br)c(C(=O)N[C@@H]2C=C(C(=O)NCCC(N)=O)C[C@@H](O)[C@@H]2O)c1
  KDM5B inhibitor: -14.6%

> O=C(NC1CCCCC1)N1CCCC1c1nc(CCOCC2CCCC2)no1 (stereo unspecified)
  KDM5B inhibitor: 29.1%

> CCc1nc2c(=O)n(CC(=O)NCCN3CCOCC3)nc(C)c2s1
  KDM5B inhibitor: -7.9%

Additional structures
SMILES | KDM5B inhibitor
CN(NC(=O)c1ccccc1F)c1ccc([N+](=O)[O-])cn1 | 9.3%
CC(=O)NC(C(=O)NCc1ccc(C)cc1)C1CCCC1 (stereo unspecified) | 21.4%
COc1ccc(/C=C2\CCCc3c2nc2ccc(C)cc2c3C(=O)O)cc1O | ?
COc1nccnc1NC1CCN(C(=O)Cc2c(C)noc2C)CC1 | 31.6µM*
COc1ccc2c(c1)C(C[C@H]1CN(C(=O)C3CC3)CC[C@H]1CC(=O)O)=NCC2 | 39.8µM*
O=C(NCc1ccccn1)C1CCN(C(=O)c2ncn3c2COC(c2ccc(F)cc2)C3)CC1 (stereo unspecified) | 9.2%
COc1ccccc1C(=O)N1CCN(c2cc(-c3ccccc3)[nH]n2)CC1 | -15.3%
CC(=O)NCC1(COc2cnccn2)C[C@@H](O)[C@@H](O)C1 (stereo partly specified) | -13.3%[115 µM]
O=C(c1cccc(F)c1)N1CCCC(c2noc(COc3ccccc3F)n2)C1 (stereo unspecified) | -4.4%
Cc1cnc(C(=O)N[C@@H]2CCC[C@@H]2C(=O)NCc2ccc(OC(F)(F)F)cc2)cn1 | -8.5%
CCOc1ccc(N(CC(=O)Nc2ccccc2CC)S(=O)(=O)c2c(C)[nH]c(=O)[nH]c2=O)cc1 | -9.1%
Cc1cnc(CCNC(=O)C2CC=CC2)n1C1CC1 | -28.2%
Cn1cc(C(C(=O)O)N2CCN(Cc3cccc(Cl)c3)CC2)c2cc(C(=O)O)ccc21 (stereo unspecified) | -4.8%
CCc1nc2c(c(-c3ccc(Cl)cc3)n1)CN(C(=O)c1ccccc1Cl)CC2 | -27.4%
COc1ccc(CCc2nc3nccc(-c4cc(OC)c(OC)c(OC)c4)n3n2)cc1 | ?
CCc1c(C)sc(NC(=O)CCc2ccccc2)c1C#N | ?
Cn1c(CCn2ccccc2=O)nc2cc(NC(=O)c3ccccc3)ccc21 | 0.0%
Cc1cc(OC(=O)c2cc(-c3ccc4c(c3)OCCO4)on2)ccc1Cl | ?
COC(=O)Cn1c(=O)c2c(nc(-n3nc(C)cc3C)n2C)n(C)c1=O | 18.1%
COc1cc(/C=N/O)ccc1OC(C)C | 11.3%
O=C(c1cnccn1)N1CCC(Oc2ccc3ncccc3c2)(C(=O)O)CC1 | -20.0%
CC(C)(CNC(=O)CCc1ncc(-c2ccc(F)cc2)o1)N1CCOCC1 | ?
CC(=O)N1CCN(c2nc3c(s2)CC(C(=O)NCC2CCCCC2)CC3)CC1 (stereo unspecified) | 1.4%
COC[C@@H]1CN(S(=O)(=O)Cc2ccccc2)C[C@H]1c1ccncc1 | 8.5%
O=C(CCc1cc(Cl)no1)Nc1ccc2oc(-c3ccc(F)cc3)cc(=O)c2c1 | -5.6%
C=CCO[C@@H]1C[C@H]2C(=O)Nc3ccc(-c4ccc(OC)cc4)cc3C(=O)N2C1 | 35.5µM*
Cc1nc(CN2C[C@H](C(=O)Nc3ccc(F)cc3)C[C@@H]2c2ccc(F)cc2)cs1 | ?
COc1cccc(C)c1NC(=O)c1cccc(CN2CCCC(C)C2)c1 (stereo unspecified) | -15.8%
Nc1nc(Nc2ccc(Cl)cc2)nc(NCc2ccco2)c1[N+](=O)[O-] | 10.1%
O=C(NCC(=O)N1CCCN(S(=O)(=O)c2ccc(F)cc2)CC1)NCc1ccccc1 | 14.8%
CCC(=O)OC1(c2ccccc2)CC(C(C)(C)C)CN(C)C1C (stereo unspecified) | 14.4%
CCc1ccccc1NC(=O)C1=CC(c2ccc3c(c2)OCO3)=NS(=O)(=O)N1C | -20.9%
COc1ccc(-c2noc([C@@H]3C[C@H](NCc4ccc(N(C)C)cc4)CN3C)n2)cc1 | 5.0%[86.2 µM]
CCn1ccc(C(=O)N2CC[C@@H]3COCCN(Cc4ccncc4)[C@@H]3C2)n1 | ?
CC(C)CN1C(=O)c2cccn2CC1C(=O)N(C)Cc1cccnc1 (stereo unspecified) | ?
COCC(=O)NC[C@H]1O[C@H](Cc2cc(-c3ccc(OC)cc3)on2)CC[C@@H]1O | -1.5%[86.2 µM]
Cc1nc2nc(N(Cc3ccccc3)C(=O)c3ccco3)[nH]n2c(=O)c1Cc1ccccc1Cl | 6.1%
Cc1ccc(Cl)cc1NC(=O)Cn1cccc1-c1nc(-c2ccccc2)no1 | -18.4%

High-throughput results deposited in PubChem BioAssay by National Center for Advancing Translational Sciences (NCATS).
